Runt-CBFb FRET: Runt domain-CBFb interaction inhibition; Cerulean-Runt/Venus-CBFb FRET ratio 530/480, 1 h; inhibition, % at 20 µM; 220,000 tested, 0.46% active; AID 1496;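 active = inhibition over about 50% at 20 µM in the single-dose screen, limit read from the data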;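 also: 0% = DMSO wells and 100% = excess unlabeled CBFb competitor control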
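Assay system: Cerulean-Runt domain / Medium: Tris 50 mM pH 7.5, KCl, K2SO4, 0.01% BSA / Timing: protein complex preformed 1 h, compound exposure 1 h, room temperature, dark / Measured by: FRET, excitation 422 nm, emission at 530 and 480 nm / Evaluation: loss of energy transfer signal / Control set: 5 µM unlabeled CBFb as full-inhibition high control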
RBBP9 inh: inhibitors of human serine hydrolase RBBP9 | recombinant RBBP9, FP-Rh probe fluorescence polarization | 220,000 tested, 0.2% active | inhibition, % at 7.94 µM;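 active = inhibition above the campaign mean of all tested compounds plus 3 SD, cut at about 14% in these data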;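 also: plate controls were DMSO wells with RBBP9 for no effect and wells lacking RBBP9 protein for full effect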
Target sequence (O75884 whole entry, looked up): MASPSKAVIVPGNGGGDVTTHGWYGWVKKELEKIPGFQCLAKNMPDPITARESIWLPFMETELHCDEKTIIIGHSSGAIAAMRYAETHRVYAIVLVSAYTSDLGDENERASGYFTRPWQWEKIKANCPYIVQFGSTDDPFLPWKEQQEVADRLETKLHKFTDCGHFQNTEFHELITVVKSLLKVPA
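System: RBBP9 protein / Quantity: 2.5 µM RBBP9 dispensing solution, before mixing / Also added: Serine-hydrolase probe FP-Rh, 375 nM pre-mixing / Dosing: 7.94 µM single dose, 0.794% DMSO / Timing: enzyme-compound preincubation 30 min, then probe labeling 45 min, 25 °C / Signal: FP readout at 525/598 nm / Controls: DMSO-treated enzyme wells and wells lacking RBBP9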
NPY-Y1 antag: antagonists of human neuropeptide Y receptor Y1; HEK293-CNG Y1 cells, membrane potential fluorescence; NPY at EC95, then isoproterenol; inhibition, % at 3.6 µM; AID 1040; P25929; 200,000 tested, 1% active;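 active = inhibition above the campaign mean inhibition of all tested compounds plus 3 SD, cut at about 20% in these data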;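 also: 0% = DMSO wells given NPY plus isoproterenol and 100% = isoproterenol alone without NPY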
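System: HEK293 cells with Y1 receptor plus CNG channel / Probe or stimulus: NPY 25 nM then isoproterenol 1 µM plus Ro 20-1724 25 µM / Compound: one concentration, 3.6 µM, in 0.4% DMSO / Schedule: compound incubation 1 h at room temperature, readout 45 min post-stimulation / Measured by: membrane potential fluorescence / Read-out: % inhibition of NPY effect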
Runt-SMMHC FRET: Runt domain-CBFb-SMMHC interaction inhibition; Cerulean-Runt/Venus-CBFb-SMMHC FRET ratio 530/480, 1 h; inhibition, % at 20 µM; 220,000 tested, 0.74% active; Q01196+Q13951;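 active = mean inhibition across duplicate retests at 20 µM reaching about 50%, limit read from the data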;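 also: 0% = DMSO wells and 100% = wells with excess untagged CBFb-SMMHC; inhibitors lower the FRET ratio by blocking Runt binding to CBFb-SMMHC; some results filed as inactive read as strong as hits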
MDM2 E3 inh: inhibitors of human Mdm2 E3 ubiquitin ligase. Q00987. cell-based MDM2 ubiquitination luciferase reporter, 2 h; 0 = plate control, 100 = twice control, blank-subtracted. signal enhancement, % at 5 µM. 210,000 tested, 0.11% active. AID 1230;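 active = signal enhancement of 30% or more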;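 also: luminescence tracks abundance of the self-degrading MDM2-luciferase fusion protein; higher signal means inhibition of MDM2 E3 ligase activity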
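test system = mammalian cells stably expressing self-ubiquitinating, self-degrading MDM2 E3–luciferase fusion | quantity = 2000 cells/well | incubation = cell settling 4 h, compound treatment 2 h, both 37 °C | signal = luminescence with SteadyLite reagent, 15 min at room temperature | evaluation = % enhancement relative to plate controls after blank subtraction | benchmarks = plate controls and plate blanks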
NPY-Y2 PAM-ag: potentiates or activates human NPY-Y2 receptor; cells expressing NPY-Y2, potentiator/agonist read-out; activation, % at 3.6 µM; 220,000 tested, 0.45% active; AID 1359; in the data active = activation above about 27%;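 also: cells stimulated with NPY near EC25 plus isoproterenol at EC100; 0% = vehicle plus submaximal agonist and 100% = vehicle plus saturating agonist; some results beyond the cut were filed as inactive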
Hck Nef HTS: inhibitors of human Hck kinase activated by Nef; 220,000 tested, 0.68% active; Recombinant Hck-YEEI plus Nef, Z-Lyte FRET kinase assay; inhibition, % at 20 µM; AID 463187;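 active = Hck-Nef kinase inhibition above about 50%, limit read from the data; inactive = inhibition below that limit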;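 also: 0% = DMSO with Hck plus Nef and 100% = Hck alone without Nef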
p97 ATPase inh: blocks human p97 ATPase activity. recombinant p97 ATPase, Kinase-Glo ATP luminescence, 3 h. inhibition, % at 8 µM. 220,000 tested, 0.42% active; in the data active = inhibition above about 15%;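 also: 0% = DMSO vehicle and 100% = wells lacking enzyme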
Target sequence (P55072 whole entry, looked up): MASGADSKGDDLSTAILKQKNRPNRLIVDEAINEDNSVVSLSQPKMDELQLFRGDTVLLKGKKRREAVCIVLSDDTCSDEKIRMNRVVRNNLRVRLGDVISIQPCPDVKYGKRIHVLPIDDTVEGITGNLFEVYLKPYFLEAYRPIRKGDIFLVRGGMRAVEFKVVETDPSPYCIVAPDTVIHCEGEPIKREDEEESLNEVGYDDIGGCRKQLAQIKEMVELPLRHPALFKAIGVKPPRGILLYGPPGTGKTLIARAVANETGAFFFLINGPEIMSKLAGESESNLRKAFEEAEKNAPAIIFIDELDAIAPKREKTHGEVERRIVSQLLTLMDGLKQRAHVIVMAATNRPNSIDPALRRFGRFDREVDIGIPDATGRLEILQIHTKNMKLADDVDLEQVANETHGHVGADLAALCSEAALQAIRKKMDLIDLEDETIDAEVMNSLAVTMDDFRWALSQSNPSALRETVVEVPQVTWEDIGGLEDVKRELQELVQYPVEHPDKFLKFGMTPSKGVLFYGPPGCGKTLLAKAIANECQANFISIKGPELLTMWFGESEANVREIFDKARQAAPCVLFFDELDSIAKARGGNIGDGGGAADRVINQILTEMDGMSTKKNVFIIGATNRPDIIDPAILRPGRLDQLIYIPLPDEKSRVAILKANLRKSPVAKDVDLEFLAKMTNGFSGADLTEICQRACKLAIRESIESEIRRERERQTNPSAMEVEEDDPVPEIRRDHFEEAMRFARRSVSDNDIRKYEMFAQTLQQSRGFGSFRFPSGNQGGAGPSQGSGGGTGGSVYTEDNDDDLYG
NPY-Y1 PAM-ag: potentiates or activates human NPY-Y1 receptor; NPY-Y1 expressing cells, potentiator/agonist activation; activation, % at 3.6 µM; 220,000 tested, 0.37% active; AID 1304; P25929; in the data active = activation above about 33%, passing the limit was not always enough;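 also: cells stimulated with NPY at EC10 then isoproterenol at EC100; 0% = low agonist plus stimulus and 100% = saturating agonist plus stimulus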
Active calls of the source: *; nt = no result given.

#	structure	Runt-CBFb FRET	RBBP9 inh	NPY-Y1 antag	Runt-SMMHC FRET	MDM2 E3 inh
1	NC1=NC(=Nc2cccc(S(N)(=O)=O)c2)c2ccccc21	0	-5	nt	-1	-7
2	COC(=O)\C(C(C)=O)=C(/C=C/C=C/N(C)C)N(C)C	6	-3	3	34	-18
3	Cn1nc(CSc2ccccc2)c(C=O)c1Cl	2	1	-5	0	-7
4	c1cc2c3c(cccc3c1)NC1(CCC3(CC1)Nc1cccc4cccc(c14)N3)N2	3	8	nt	-12	-5
5	COc1ccc(CC2(CO)CCN(Cc3ccncc3)CC2)cc1	-1	-1	0	-1	-18
6	COc1ccc(NC(=O)c2ccc(=O)oc2)cc1	4	-7	-2	4	-9
7	COc1ccc(N=C2C(=Nc3ccc(OC)cc3)N(c3ccc(OC)cc3)C(=S)N2c2ccccc2)cc1	2	-2	2	2	-16
8	O=C(NC1CCCC1)C1CCCN1C(=O)Nc1ccccc1 (stereo unspecified)	-1	-8	4	0	0
9	Cc1cc(C)n(-c2cc(N3CCN(C(=O)c4ccccc4C)CC3)ccc2[N+](=O)[O-])n1	nt	-3	-5	nt	nt
10	CCOC(=O)C1CCCC(NS(=O)(=O)c2ccc(NC(C)=O)cc2)C1 (stereo unspecified)	1	-4	2	-1	5

#	NPY-Y2 PAM-ag	Hck Nef HTS	p97 ATPase inh	NPY-Y1 PAM-ag
1	-10	12	2	-13
2	-13	-1	-6	-1
3	-2	29	5	-1
4	56*	6	10	60*
5	1	14	-5	-24
6	-6	2	2	-11
7	1	1	-2	-12
8	8	0	3	-17
9	8	0	2	1
10	12	1	5	14

Continued:
#	structure	Runt-CBFb FRET	RBBP9 inh	NPY-Y1 antag	Runt-SMMHC FRET	MDM2 E3 inh
11	Cc1nc(N2CCN(C(=O)c3ccco3)CC2)c2c3c(sc2n1)CCCC3	4	2	0	-2	-4
12	CN(C)c1nc(N(C)C)n(C(=O)c2cccs2)n1	-2	-7	-4	5	-7
13	O=C1c2ccccc2CCC1C(O)c1ccccn1 (stereo unspecified)	0	-4	1	-6	-12
14	COc1ccc(/C=N/n2c(-c3n[nH]c4c3CCC4)n[nH]c2=S)cc1	14	2	nt	15	-5
15	O=C(O)CC1SC(=O)N(Cc2ccccc2)C1=O (stereo unspecified)	1	-3	-1	4	-9
16	Cc1noc(C)c1CSCC(=O)OCC(=O)Nc1sccc1C#N	0	-5	-5	-1	-6
17	COc1cccc(N2C(=O)CC(N3CCC(c4nc5ccccc5[nH]4)CC3)C2=O)c1 (stereo unspecified)	4	-1	1	-4	-8
18	Cn1c(=O)c2c(nc(CN3CCC(C(N)=O)CC3)n2Cc2c(Cl)cccc2Cl)n(C)c1=O	2	-7	-8	-1	-9
19	COC(=O)c1cc(-c2ccc(OC)cc2)on1	0	-3	13	0	-2
20	CC(C)(C)c1ccc(-c2noc(C(=O)NN)n2)cc1	-2	2	nt	0	-15

#	NPY-Y2 PAM-ag	Hck Nef HTS	p97 ATPase inh	NPY-Y1 PAM-ag
11	-12	-7	1	-5
12	-11	15	-2	-1
13	-13	2	1	7
14	11	21	6	0
15	2	0	4	14
16	-22	0	2	14
17	1	10	4	-9
18	15	1	1	3
19	-18	17	2	-56
20	3	9	4	12

Other entries.
#	structure	Runt-CBFb FRET	RBBP9 inh	NPY-Y1 antag	Runt-SMMHC FRET	MDM2 E3 inh
21	Cn1c(CCNC(=O)c2ccccc2F)nnc1SCc1nc2ccccc2c(=O)[nH]1	0	2	-7	2	-4
22	O=C(COc1ncnc2sccc12)N1CCN(C(=O)c2ccco2)CC1	1	-6	-1	4	-9
23	CCCOC(=O)NC(CC)COC(=O)Nc1cccc(C)c1C (stereo unspecified)	0	-4	4	0	-10
24	Cn1cc(C(=O)Nc2ccc(F)c(Cl)c2)cn1	0	-9	-1	4	0
25	Cc1oc2ccc(OCC(N)=O)cc2c1C(=O)OC(C)C	0	-11	0	5	-9
26	CC(=O)c1ccc(S(=O)(=O)Nc2cccc(-c3cn4c(n3)SCC4)c2)cc1	2	0	-1	0	-8
27	N#Cc1c(SCc2cccc(Cl)c2)sc(C(=O)c2ccccc2)c1N	5	-12	8	2	-3
28	Cc1ccc(NC(=O)Cc2nnc(SCC(=O)c3ccc(Br)cc3)n2C)cc1Cl	-1	-6	0	-2	-4
29	COc1cccc(-c2cc(C(F)(F)F)n3ncc(C(=O)O)c3n2)c1	0	6	5	-3	-1
30	COC(=O)Cc1ccc(NC(=S)N2CCN(c3cc(Cl)ccc3C)CC2)cc1	0	6	-4	1	-8

#	NPY-Y2 PAM-ag	Hck Nef HTS	p97 ATPase inh	NPY-Y1 PAM-ag
21	7	0	4	-23
22	-6	22	8	2
23	33*	1	0	12
24	6	-2	0	3
25	-7	0	-7	-23
26	-11	-17	6	-17
27	-15	-13	-1	-15
28	0	-3	4	-8
29	14	1	2	-10
30	6	-3	1	0

Reprinted at random: two compounds from above.
#	structure	Runt-CBFb FRET	RBBP9 inh	NPY-Y1 antag	Runt-SMMHC FRET	MDM2 E3 inh
21	Cn1c(CCNC(=O)c2ccccc2F)nnc1SCc1nc2ccccc2c(=O)[nH]1	0	2	-7	2	-4
30	COC(=O)Cc1ccc(NC(=S)N2CCN(c3cc(Cl)ccc3C)CC2)cc1	0	6	-4	1	-8

#	NPY-Y2 PAM-ag	Hck Nef HTS	p97 ATPase inh	NPY-Y1 PAM-ag
21	7	0	4	-23
30	6	-3	1	0

The list continues:
#	structure	Runt-CBFb FRET	RBBP9 inh	NPY-Y1 antag	Runt-SMMHC FRET	MDM2 E3 inh
31	CCOc1ccc(N2C(=O)/C(=C/c3ccccc3OCC(=O)OC)N(CC(=O)OC)C2=S)cc1	-3	-15	-3	1	8
32	CCN1CCN(Cc2ccc(NC(=O)c3cc(NC(=O)c4cc(-c5ccc(OC)cc5)n[nH]4)cc(OC)c3)cc2C(F)(F)F)CC1	0	nt	nt	-1	2
33	CC12CN3CC(C)(CN(C1)C3c1ccc([N+](=O)[O-])o1)C2 (stereo unspecified)	3	0	nt	-5	nt
34	Cc1cc(NC(=O)COC(=O)CSc2nc3cc(Cl)ccc3n2Cc2ccccc2)no1	-3	-7	-3	-3	-15
35	COc1ccc(C(=O)CN(C(=O)c2ccc(Cl)cc2)N2C(=O)c3ccccc3C2=O)cc1	0	-2	3	1	-5
36	CC(C)(C)OC(=O)NC(Cc1ccccc1)C(=O)NCCCC(=O)O (stereo unspecified)	0	2	nt	-1	nt
37	CCOc1ccccc1NC(=S)NCC1CCCO1 (stereo unspecified)	-1	-4	6	-5	-13
38	COC(=O)NC(NC(=S)Nc1ccc([N+](=O)[O-])cc1)C(Cl)(Cl)Cl (stereo unspecified)	4	-1	-8	1	nt
39	N#CCCN1CCN(S(=O)(=O)c2ccc(S(=O)(=O)N3CCCCCC3)cc2)CC1	-1	6	2	2	-9
40	Cc1cc(C)c(S(=O)(=O)NCCc2ccccc2)c(C)c1	1	-6	6	-3	-5

#	NPY-Y2 PAM-ag	Hck Nef HTS	p97 ATPase inh	NPY-Y1 PAM-ag
31	-4	9	-2	-5
32	nt	-7	nt	nt
33	9	20	7	26
34	-17	19	4	-23
35	9	0	0	0
36	-1	31	4	26
37	3	2	0	-21
38	13	5	6	16
39	-3	-6	0	1
40	-7	29	-5	8

Other structures follow.
#	structure	Runt-CBFb FRET	RBBP9 inh	NPY-Y1 antag	Runt-SMMHC FRET	MDM2 E3 inh
41	CCOc1cc(N2CCOCC2)c(OCC)cc1NC(=O)c1ccc(OCc2c(C)noc2C)c(OC)c1	-2	-12	-1	-3	nt
42	Cc1csc(NC(=O)CCSCCc2ccccn2)n1	2	-4	-1	-2	-31
43	C(=N\Nc1nc(N2CCCCCC2)nc(N2CCCCCC2)n1)/c1ccccc1	1	-1	3	-3	-7
44	Fc1ccc(-c2csc(N3CCC(c4ccccc4)C3)n2)cc1 (stereo unspecified)	1	-7	2	-9	1
45	CC(C(=O)NCC1CCCCC1)N(C)CC(=O)Nc1ccc(N2CCOCC2)cc1 (stereo unspecified)	-2	10	1	-2	1
46	Cn1cnnc1SCc1ccc(F)c2ccccc12	-1	-4	2	-8	-12
47	Cc1ccc2nc3c(c(C(=O)OCC(=O)N(C)C4CCS(=O)(=O)C4)c2c1)CCCC3 (stereo unspecified)	-2	-10	0	2	-10
48	CC(=O)c1ccc(NC(=O)Nc2ccncc2)cc1	1	-2	-4	-2	-25
49	O=C(NNC(=O)C1CCCN(S(=O)(=O)c2cccc(F)c2)C1)C1CC1 (stereo unspecified)	-1	0	1	1	-8
50	O=c1cc2c(nn1Cc1ccccc1Cl)-c1ccccc1CC2	-3	-10	4	3	-2

#	NPY-Y2 PAM-ag	Hck Nef HTS	p97 ATPase inh	NPY-Y1 PAM-ag
41	-3	2	-6	-6
42	2	5	1	-19
43	-3	21	2	-8
44	-9	-1	0	-13
45	-7	17	2	15
46	-6	0	-2	-12
47	5	23	1	-2
48	4	9	2	5
49	6	17	4	-22
50	-14	-2	-9	-32

Limited to NPY-Y1 antag (6 entries from above):
No. | compound | NPY-Y1 antag
45 | CC(C(=O)NCC1CCCCC1)N(C)CC(=O)Nc1ccc(N2CCOCC2)cc1 (stereo unspecified) | 1
46 | Cn1cnnc1SCc1ccc(F)c2ccccc12 | 2
47 | Cc1ccc2nc3c(c(C(=O)OCC(=O)N(C)C4CCS(=O)(=O)C4)c2c1)CCCC3 (stereo unspecified) | 0
48 | CC(=O)c1ccc(NC(=O)Nc2ccncc2)cc1 | -4
49 | O=C(NNC(=O)C1CCCN(S(=O)(=O)c2cccc(F)c2)C1)C1CC1 (stereo unspecified) | 1
50 | O=c1cc2c(nn1Cc1ccccc1Cl)-c1ccccc1CC2 | 4

Later entries.
#	structure	Runt-CBFb FRET	RBBP9 inh	NPY-Y1 antag	Runt-SMMHC FRET	MDM2 E3 inh
51	CC(=O)c1c(N2CCN(C(=O)c3ccco3)CC2)nc(=S)n(-c2ccccc2)c1C	0	2	-2	2	-2
52	COC(=O)CCC(=O)Nc1ccc(NC(C)=O)cc1	1	-2	0	5	-7
53	CCC(Cc1ccccc1)n1c(=S)[nH]c2ccccc2c1=O (stereo unspecified)	-4	-7	1	2	-8
54	C=CCOC(=O)C1=C(C)N=C2SCCC(=O)N2C1c1cccs1 (stereo unspecified)	-2	-6	0	-3	15

#	NPY-Y2 PAM-ag	Hck Nef HTS	p97 ATPase inh	NPY-Y1 PAM-ag
51	5	-7	3	2
52	3	2	2	2
53	-5	22	-1	2
54	-10	8	4	1

Source: PubChem (several laboratories)
